# Screening results (PubChem BioAssay)
# bovine MsrA act = bovine methionine sulfoxide reductase A activation | purified bovine MsrA, absorbance read-out | activation, % at 10.6 µM | actives 0.3% (n = 360,000); in the data active means activation above about 7.5%;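 further: 0% = vehicle and 100% = reference activator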
# MsrA inhibitor = inhibits bovine methionine sulfoxide reductase A. inhibition, % at 15.5 µM. purified bovine MsrA, absorbance read-out. actives 0.75% (n = 360,000); in the data active means inhibition above about 4.5%;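 further: 0% = vehicle wells with enzyme and 100% = reference inhibitor wells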
# PABP1 MLLE inh = inhibitors of microRNA-mediated deadenylation, human PABP1 MLLE binding; inhibition, % at 20 µM; AID 588489; actives 0.36% (n = 360,000); GST-MLLE / FITC-PAM2 fluorescence polarization; P11940; in the data active means inhibition above about 35%, passing the limit was not always enough;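 further: plate controls were DMSO wells with GST-MLLE for no effect and wells lacking GST-MLLE protein for full effect; some results filed as inactive read as strong as hits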
# Target sequence (P11940 whole entry, looked up): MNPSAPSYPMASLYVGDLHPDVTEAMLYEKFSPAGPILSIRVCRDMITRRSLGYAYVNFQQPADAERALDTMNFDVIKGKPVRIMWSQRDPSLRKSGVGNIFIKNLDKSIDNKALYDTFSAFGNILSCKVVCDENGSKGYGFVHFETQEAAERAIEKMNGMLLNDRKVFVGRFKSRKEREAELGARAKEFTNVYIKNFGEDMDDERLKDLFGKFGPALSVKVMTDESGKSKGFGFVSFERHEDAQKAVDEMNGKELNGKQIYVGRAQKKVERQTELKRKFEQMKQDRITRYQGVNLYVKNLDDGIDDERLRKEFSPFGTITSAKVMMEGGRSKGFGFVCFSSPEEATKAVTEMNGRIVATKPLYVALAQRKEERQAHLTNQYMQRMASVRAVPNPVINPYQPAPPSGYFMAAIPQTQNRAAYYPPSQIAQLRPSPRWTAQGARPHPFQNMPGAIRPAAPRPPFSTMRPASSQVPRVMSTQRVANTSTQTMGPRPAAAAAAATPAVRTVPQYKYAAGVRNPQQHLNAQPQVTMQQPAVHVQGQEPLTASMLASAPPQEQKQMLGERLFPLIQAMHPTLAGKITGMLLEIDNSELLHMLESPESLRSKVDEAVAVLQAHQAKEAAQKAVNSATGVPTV
# NRP1-CendR mod = alters CendR peptide binding to human NRP-1. inhibition, % at 25 µM. FAM-RPARPAR peptide binding to NRP-1, fluorescence polarization. actives 0.85% (n = 360,000);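 active means inhibition or corrected inhibition above about 18%, plus a signal ratio from 0.5 to 1.5, limit read from the data, passing the limit was not always enough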; further: strong numbers were not always called active
# Tb MetRS inh = blocks T. brucei methionyl-tRNA synthetase activity | purified T. brucei MetRS, ATP depletion, Kinase-Glo luminescence | inhibition, % at 11.9 µM | actives 0.4% (n = 360,000) | AID 624268;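 active means inhibition above a per-plate cutoff of the control wells' mean inhibition plus 3 SD, cut at about 5.5% in these data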;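 further: 0% = DMSO wells median and 100% = median of wells with control inhibitor compound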
#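 System: purified T. brucei MetRS enzyme / Detection: Kinase-Glo luciferase luminescence reporting remaining unconsumed ATP / Medium: HEPES buffer with MgCl2, KCl, DTT, spermine, BSA, pyrophosphatase / Replication: singlicate, one well per compound / Evaluation: percent inhibition relative to median high and low control wells / Schedule: 2 h aminoacylation at 25 °C after 15 min preincubation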
# FAS TE block = inhibitors of human fatty acid synthase thioesterase domain | AID 602261 | P49327 | actives 0.67% (n = 360,000) | inhibition, % at 15 µM | recombinant FAS-TE, OMFH fluorogenic substrate, fluorescence endpoint;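 active means compounds whose normalised, plate-corrected inhibition of enzyme fluorescence in the single-dose primary screen is 50% or more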;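 further: 0% = DMSO with enzyme and 100% = substrate without enzyme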
# MT1-MMP act inh = inhibitors of human MT1-MMP activation | P50281 | actives 0.061% (n = 360,000) | GFP/RFP ratio change, % at 20 µM | HT1080 RFP-PRO-GFP cells, GFP/RFP ratio fluorescence, overnight; percent of plate control window, DMSO zero;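 active means GFP/RFP ratio change of at least 30% with cell ATP level not reduced by more than half and red fluorescence within 50% of control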; further: strong numbers were not always called active
#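 Compound: 20 µM single dose, 1% DMSO / System: HT1080 RFP-PRO-GFP cells / Controls: DMSO and RFP-L50D-GFP cell wells / Read-out basis: GFP/RFP fluorescence ratio / Schedule: overnight compound exposure at 37 °C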
# E coli Lon inh = inhibits E. coli Lon protease; actives 0.42% (n = 360,000); AID 602123; P0A9M0; inhibition, % at 7.94 µM; purified E. coli Lon protease, fluorescence polarization; in the data active means inhibition above about 13%, passing the limit was not always enough;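 further: 0% = enzyme with probe and DMSO and 100% = no enzyme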
# SKN-1 inh = inhibitors of C. elegans SKN-1; C. elegans VP596 Pgst-4::GFP/RFP ratio, acrylamide-induced, 24 h; inhibition, % at 21.8 µM; actives 0.49% (n = 360,000); AID 624304;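 active means interference check ratio from 0.5 to 1.5 plus GFP to RFP signal ratio inhibition reaching or exceeding a fixed threshold, cut at about 30% in these data, passing the limit was not always enough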; further: some compounds called inactive have numbers as strong as hits
# Numbers without * were called inactive; . = no result given.
# Letters – A = bovine MsrA act; B = MsrA inhibitor; C = PABP1 MLLE inh; D = NRP1-CendR mod; E = Tb MetRS inh; F = FAS TE block; G = MT1-MMP act inh; H = E coli Lon inh; I = SKN-1 inh
CCOC(=O)c1ccccc1NC(=O)Cn1cnc2c(cnn2-c2ccc(F)cc2)c1=O
  A = -7 | B = -0.2 | C = 4 | D = 7 | E = -1.6 | F = 0 | G = 1 | H = -9 | I = 3

C[C@H]1CCC(=O)N([C@H](CC#N)Cc2ccccc2)CC1
  A = -3 | B = 0.9 | C = 7 | D = -4 | E = -0.1 | F = -10 | G = 0 | H = 5 | I = 5

CCCC(=O)Nc1cc(C)c(NC(=O)c2ccncc2)cn1
  A = -3 | B = 0.0 | C = 5 | D = 0 | E = -0.3 | F = -7 | G = -6 | H = 2 | I = 7

O=C(C1CC(c2ccc(F)cc2)=NO1)N1CCc2ccccc2C1 (stereo not drawn)
  A = -6 | B = -0.3 | C = 11 | D = 5 | E = -0.9 | F = 3 | G = 2 | H = -5 | I = -7

CCCS(=O)(=O)Nc1cccc(-c2nc3cccnc3s2)c1
  A = -9 | B = 1.0 | C = -7 | D = 0 | E = -1.2 | F = 10 | G = . | H = 0 | I = 7

O=C(NC(=O)c1ccc(F)cc1)Nc1nc(-c2cccs2)cc(C(F)(F)F)n1
  A = -3 | B = 0.7 | C = 22 | D = -14 | E = -0.1 | F = -2 | G = -3 | H = -5 | I = 8

COCCNC(=O)CN(C(=O)c1ccc(N2CCCC2)nc1)c1ccccc1
  A = -12 | B = 1.2 | C = 2 | D = 9 | E = -1.7 | F = -4 | G = -4 | H = -7 | I = 3

COc1ccc(NC(=O)CC(c2ccccc2)c2ccco2)cc1 (stereo not drawn)
  A = -1 | B = 0.1 | C = -1 | D = 7 | E = -0.1 | F = 0 | G = -3 | H = -2 | I = -3

COc1ccc(CCNS(=O)(=O)c2cc3c4c(c2)CCN4C(=O)CC3)cc1OC
  A = -3 | B = 1.3 | C = -1 | D = -7 | E = 0.6 | F = -7 | G = 0 | H = 6 | I = 11

CC(C)(C)c1ccc(OCC(=O)NCCN2CCOCC2)cc1
  A = -2 | B = -0.2 | C = -5 | D = 2 | E = 0.5 | F = -3 | G = 2 | H = 3 | I = 14

c1ccc(CSc2nc3ccccc3[nH]2)cc1
  A = -6 | B = -1.4 | C = -12 | D = -1 | E = -0.3 | F = -1 | G = 3 | H = -15 | I = -4

CC(C)CCN(CCC(C)C)CC(O)Cn1c2ccccc2c(=O)c2ccccc21 (stereo not drawn)
  A = -2 | B = -1.0 | C = -6 | D = -3 | E = -0.3 | F = -2 | G = 2 | H = -8 | I = -5

Cc1ccccc1S(=O)(=O)N1[C@@H](c2cccc(Cl)c2)C(C(=O)OC(C)(C)C)=CC[C@H]1c1ccc(Cl)cc1
  A = -8 | B = 0.2 | C = -7 | D = 1 | E = -1.2 | F = 24 | G = -10 | H = -6 | I = 13

CNC(=O)C1CC(=O)N(CCc2ccc(OC)c(OC)c2)C(=Nc2ccc(F)cc2)S1 (stereo not drawn)
  A = -6 | B = 1.1 | C = 10 | D = 7 | E = -0.9 | F = 1 | G = 2 | H = -6 | I = -9

CC(NC(=O)CN1C(=O)NC2(CCCCC2)C1=O)c1ccc(S(N)(=O)=O)cc1 (stereo not drawn)
  A = 0 | B = -0.3 | C = -6 | D = -4 | E = 0.2 | F = -4 | G = -2 | H = -13 | I = 19

# Eight successive compounds already listed:
# Letters – A = bovine MsrA act; B = MsrA inhibitor; C = PABP1 MLLE inh; D = NRP1-CendR mod; E = Tb MetRS inh; F = FAS TE block; G = MT1-MMP act inh; H = E coli Lon inh; I = SKN-1 inh
CCOC(=O)c1ccccc1NC(=O)Cn1cnc2c(cnn2-c2ccc(F)cc2)c1=O
  A = -7 | B = -0.2 | C = 4 | D = 7 | E = -1.6 | F = 0 | G = 1 | H = -9 | I = 3

C[C@H]1CCC(=O)N([C@H](CC#N)Cc2ccccc2)CC1
  A = -3 | B = 0.9 | C = 7 | D = -4 | E = -0.1 | F = -10 | G = 0 | H = 5 | I = 5

CCCC(=O)Nc1cc(C)c(NC(=O)c2ccncc2)cn1
  A = -3 | B = 0.0 | C = 5 | D = 0 | E = -0.3 | F = -7 | G = -6 | H = 2 | I = 7

O=C(C1CC(c2ccc(F)cc2)=NO1)N1CCc2ccccc2C1 (stereo not drawn)
  A = -6 | B = -0.3 | C = 11 | D = 5 | E = -0.9 | F = 3 | G = 2 | H = -5 | I = -7

CCCS(=O)(=O)Nc1cccc(-c2nc3cccnc3s2)c1
  A = -9 | B = 1.0 | C = -7 | D = 0 | E = -1.2 | F = 10 | G = . | H = 0 | I = 7

O=C(NC(=O)c1ccc(F)cc1)Nc1nc(-c2cccs2)cc(C(F)(F)F)n1
  A = -3 | B = 0.7 | C = 22 | D = -14 | E = -0.1 | F = -2 | G = -3 | H = -5 | I = 8

COCCNC(=O)CN(C(=O)c1ccc(N2CCCC2)nc1)c1ccccc1
  A = -12 | B = 1.2 | C = 2 | D = 9 | E = -1.7 | F = -4 | G = -4 | H = -7 | I = 3

COc1ccc(NC(=O)CC(c2ccccc2)c2ccco2)cc1 (stereo not drawn)
  A = -1 | B = 0.1 | C = -1 | D = 7 | E = -0.1 | F = 0 | G = -3 | H = -2 | I = -3

# Continuation:
# Letters – A = bovine MsrA act; B = MsrA inhibitor; C = PABP1 MLLE inh; D = NRP1-CendR mod; E = Tb MetRS inh; F = FAS TE block; G = MT1-MMP act inh; H = E coli Lon inh; I = SKN-1 inh
CN1CCN(C(=O)/C(=C/c2cn(S(=O)(=O)N(C)C)c3ccccc23)NC(=O)c2ccccc2)CC1
  A = -5 | B = 0.9 | C = 0 | D = 18 | E = -0.1 | F = 39 | G = -2 | H = -3 | I = 6

CCCN1CCC(NC(=O)Cc2ccccc2C)CC1
  A = -1 | B = 0.8 | C = 0 | D = -6 | E = -0.3 | F = -8 | G = 2 | H = 2 | I = -1

COc1cccc(NC(=O)CN(C)CC(=O)NCc2ccc(F)cc2)c1
  A = -2 | B = 1.3 | C = -7 | D = 13 | E = -0.1 | F = -3 | G = -1 | H = -4 | I = -7

Cc1nn(C(=O)CNC(=O)c2ccccc2)c(C)c1C
  A = -4 | B = 0.2 | C = 6 | D = -4 | E = 0.1 | F = -2 | G = 1 | H = 0 | I = 2

O=C(c1ccc2c(=O)n(C3CCCC3)c(=S)[nH]c2c1)N1CCCCCC1
  A = -1 | B = -0.8 | C = -39 | D = 5 | E = 0.1 | F = 6 | G = -5 | H = 8 | I = 1

O=C(NCCC1CCCCN1S(=O)(=O)c1cccs1)C(=O)Nc1ccccc1 (stereo not drawn)
  A = -1 | B = -1.3 | C = -1 | D = 5 | E = -0.2 | F = 13 | G = 2 | H = -2 | I = 22

COc1ccc(C(CNC(=O)c2cncc(Br)c2)N(C)C)cc1 (stereo not drawn)
  A = -4 | B = 1.7 | C = -4 | D = 3 | E = -0.6 | F = -6 | G = -3 | H = -5 | I = -6

CN(C)c1ccc(/C=C/c2nc3ccccc3c(=O)n2CCO)cc1
  A = -3 | B = 3.3 | C = -107 | D = -134 | E = 1.0 | F = -4 | G = -52 | H = -415 | I = -2

Nc1ncnc(NC2CCS(=O)(=O)C2)c1[N+](=O)[O-] (stereo not drawn)
  A = -4 | B = 3.1 | C = -7 | D = -2 | E = -0.6 | F = -2 | G = -11 | H = -1 | I = -1

Cc1csc(NC(=O)c2c(-c3c(F)cccc3Cl)noc2C)n1
  A = -3 | B = 0.8 | C = 4 | D = -13 | E = -0.1 | F = 0 | G = -4 | H = -7 | I = 11

COc1ccc(NC(=O)CN2C(=O)NC3(CCCC3)C2=O)cc1
  A = -5 | B = -1.6 | C = -9 | D = -15 | E = -0.4 | F = -2 | G = 1 | H = 1 | I = -1

CCN1CCN(C(=O)c2c(-c3ccccc3)noc2C)CC1
  A = -10 | B = 0.9 | C = 5 | D = 5 | E = -0.8 | F = 1 | G = -3 | H = -4 | I = -4

CCOC(=O)c1c(C)n(C)c2ccc(O)c(CN(CC)CC)c12
  A = -4 | B = 0.0 | C = 9 | D = 3 | E = -0.7 | F = -8 | G = 4 | H = -10 | I = -4

C=CCNc1nc(S(=O)Cc2ccc(C)cc2)nc2c1CCCC2 (stereo not drawn)
  A = -2 | B = 1.5 | C = 4 | D = 3 | E = -0.1 | F = -2 | G = 2 | H = -7 | I = -9

CC(CN1CCCC1)OC(=O)c1cccc(F)c1 (stereo not drawn)
  A = -1 | B = -0.3 | C = 17 | D = 21 | E = 0.6 | F = -3 | G = 0 | H = -2 | I = 20

Cc1nn(Cc2ccccc2)c(Cl)c1C(=O)NCc1ccco1
  A = 0 | B = -0.2 | C = 5 | D = -2 | E = -0.1 | F = 2 | G = 3 | H = -2 | I = 1

CC(=O)Oc1ccc2c(=O)c(Oc3ccccc3)coc2c1OC(C)=O
  A = -5 | B = 0.0 | C = 4 | D = -53 | E = -0.4 | F = -10 | G = -6 | H = 2 | I = 3

O=C(CN1C(=O)C2C3CCC(C3)C2C1=O)OCC(=O)c1ccccc1 (stereo not drawn)
  A = -2 | B = -0.8 | C = 10 | D = 6 | E = -0.6 | F = -3 | G = -1 | H = 6 | I = 8

COc1ccc(CCCC(=O)NC2CCCCC2)cc1
  A = -14 | B = 0.3 | C = -107 | D = -3 | E = -2.2 | F = -4 | G = . | H = 6 | I = -35

COC(=O)c1cn(CC(=O)NC2CCCCC2)c2ccccc12
  A = -8 | B = -0.8 | C = 5 | D = -10 | E = -1.4 | F = -6 | G = 1 | H = -5 | I = 31

COCC(C)NC(=O)/C=C/c1ccc(OC)cc1 (stereo not drawn)
  A = -3 | B = 0.4 | C = -5 | D = -2 | E = -0.2 | F = 2 | G = -2 | H = 1 | I = 6

CSCCC(NC(=O)c1ccc(Cl)cc1)C(=O)OCC(=O)Nc1ccc(C#N)cc1 (stereo not drawn)
  A = -6 | B = -0.2 | C = -10 | D = 0 | E = -1.1 | F = 1 | G = -2 | H = 35* | I = -12

CC(=O)Nc1ccc(OCC(O)CN2CCN(S(=O)(=O)c3ccc(NC(C)=O)cc3)CC2)cc1 (stereo not drawn)
  A = 0 | B = 0.5 | C = -5 | D = 6 | E = 0.2 | F = -5 | G = 3 | H = 8 | I = 3

Cc1cc(NC(=O)Cn2nc(C(F)(F)F)c3c2CCC3)no1
  A = -4 | B = 2.7 | C = 9 | D = -7 | E = -0.9 | F = -7 | G = -1 | H = 1 | I = -9

CCc1ccc(NC(=O)CN2CCCN(S(=O)(=O)c3ccc(F)cc3)CC2)cc1
  A = 2 | B = -0.8 | C = 5 | D = 5 | E = 0.5 | F = 24 | G = -2 | H = 3 | I = 17

COc1cc(C)c(CN2CCC(n3nccc3NC(=O)C3CCOC3)CC2)cc1C (stereo not drawn)
  A = -1 | B = -1.0 | C = 0 | D = 6 | E = -0.1 | F = -5 | G = 3 | H = -4 | I = -15

Cn1cccc1C(=O)C(=O)Nc1ccccc1C(F)(F)F
  A = -2 | B = 4.3 | C = 13 | D = -5 | E = -0.5 | F = -1 | G = 3 | H = -7 | I = 10

Cc1cc(N2CCN(C3CCCCC3)CC2)n2nc(C)nc2n1
  A = 1 | B = -0.3 | C = 7 | D = 10 | E = -1.5 | F = -1 | G = 2 | H = -1 | I = -7

CS(=O)(=O)N1CCC(C(=O)NCCC2=CCCCC2)CC1
  A = -6 | B = -0.5 | C = -7 | D = -4 | E = -1.2 | F = -7 | G = 3 | H = 0 | I = -9
